High-throughput results: PubChem BioAssay, The Scripps Research Institute Molecular Screening Center
MITF primary: MITF inhibitors, primary screen, biochemical, AlphaScreen, human; hit rate 0.91% among 650,000; AID 1259374, 2018; AlphaScreen MITF homodimerization, bead proximity signal; inhibition, % at 2.6 µM; in the data active = inhibition above about 50%;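 note: 0% = vehicle wells with protein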
GPR151 ag: activators of human GPR151, primary screen, cell-based, PathHunter beta-arrestin, luminescence; G-protein coupled receptor 151 (Homo sapiens), Q8TDV0; PathHunter beta-arrestin GPR151 cells; activation, % at 11.2 µM; hit rate 1% among 650,000; in the data active = activation above about 4.9%;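 note: 0% = median of compound wells and 100% = cells with positive control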
Target sequence (Q8TDV0 whole entry, looked up): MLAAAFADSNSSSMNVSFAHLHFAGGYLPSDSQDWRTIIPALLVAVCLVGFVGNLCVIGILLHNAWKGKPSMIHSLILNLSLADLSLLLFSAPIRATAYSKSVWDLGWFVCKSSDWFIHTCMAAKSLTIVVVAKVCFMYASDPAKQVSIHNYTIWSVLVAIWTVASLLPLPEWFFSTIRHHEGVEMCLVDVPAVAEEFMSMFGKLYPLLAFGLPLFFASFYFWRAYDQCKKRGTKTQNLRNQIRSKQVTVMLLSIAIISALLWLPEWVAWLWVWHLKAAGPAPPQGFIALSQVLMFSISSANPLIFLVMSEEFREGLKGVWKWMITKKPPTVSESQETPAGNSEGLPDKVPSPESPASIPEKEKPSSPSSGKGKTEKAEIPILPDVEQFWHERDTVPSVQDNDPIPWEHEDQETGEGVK
FBW7 act: FBW7 E3 ligase activators, primary screen, biochemical, AlphaScreen, human | F-box/WD repeat-containing protein 7 (Homo sapiens), Q969H0 | AlphaScreen FBW7–phospho-cyclin E peptide binding, activator screen | normalized activity (activation), % at 26.1 µM | hit rate 0.13% among 650,000 | AID 1259310, 2017; in the data active = normalized activity above about 1.9%;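 note: purified mutant Fbw7 with reduced substrate affinity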
Target sequence (Q969H0 whole entry, looked up): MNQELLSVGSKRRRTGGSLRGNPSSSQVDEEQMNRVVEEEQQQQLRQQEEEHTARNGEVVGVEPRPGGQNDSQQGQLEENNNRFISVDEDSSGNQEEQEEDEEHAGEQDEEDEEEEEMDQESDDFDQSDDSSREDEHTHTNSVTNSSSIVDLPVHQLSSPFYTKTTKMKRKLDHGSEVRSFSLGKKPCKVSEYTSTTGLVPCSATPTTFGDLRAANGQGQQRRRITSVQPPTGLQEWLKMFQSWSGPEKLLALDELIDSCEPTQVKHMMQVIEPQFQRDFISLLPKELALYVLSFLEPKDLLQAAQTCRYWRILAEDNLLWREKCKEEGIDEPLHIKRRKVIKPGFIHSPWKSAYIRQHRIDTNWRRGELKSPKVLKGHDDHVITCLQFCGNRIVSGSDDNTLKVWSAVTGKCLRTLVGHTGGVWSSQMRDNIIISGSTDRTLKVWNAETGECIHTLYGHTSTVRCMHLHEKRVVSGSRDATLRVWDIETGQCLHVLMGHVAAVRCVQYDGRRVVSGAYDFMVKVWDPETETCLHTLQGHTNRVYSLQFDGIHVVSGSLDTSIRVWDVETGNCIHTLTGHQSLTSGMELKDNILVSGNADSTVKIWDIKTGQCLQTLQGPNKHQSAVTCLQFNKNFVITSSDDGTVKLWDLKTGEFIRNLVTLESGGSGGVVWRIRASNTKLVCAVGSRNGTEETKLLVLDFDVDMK
TEAD-YAP block: TEAD-YAP interaction inhibition, primary screen, TEAD-YAP interaction inhibitor project, luminescence, HEK-TIYL cells | TEAD-Gal4/YAP UAS-luciferase luminescence | inhibition, % at 9.12 µM | hit rate 1.4% among 640,000; in the data active = inhibition above about 32%;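 note: 0% = median of test compound wells and 100% = reference inhibitor wells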
An asterisk follows results filed as active; nt = not tested or not shown.

Under each structure – MITF primary	GPR151 ag	FBW7 act	TEAD-YAP block
CC(C)(C)C1CCc2oc3ccc(NS(=O)(=O)c4ccc(F)cc4)cc3c2C1 (stereo not given)
 : 3	-1.1	0.3	9
COc1ccc2nc(NC(=O)CN3CCCC3)sc2c1
 : 9	-1.1	-0.1	-18
CCOc1ccc(N(CC(=O)N2CCCC2)S(=O)(=O)c2ccc(F)cc2)cc1
 : 11	-1.3	-0.1	2
CCOC(=O)N1CCN(c2c(-c3ccc(C)cc3)c(=O)c2=O)CC1
 : 14	-0.8	0.3	1
COc1cc(/C=N/NC(=O)C2CC2(c2ccccc2)c2ccccc2)cc([N+](=O)[O-])c1O (stereo not given)
 : 2	-0.8	0.1	4
CCC(=O)N1CCc2cc(S(=O)(=O)N3CCN(c4ccc(C(C)=O)cc4)CC3)ccc21
 : 1	-0.5	-0.2	0
CC(C)[C@H](NC(=O)c1ccco1)C(=O)OCC(=O)Nc1cc(Cl)ccc1[N+](=O)[O-]
 : 9	1.9	-0.1	0
Cc1cccc(NC(=O)N(C)c2ccc(Oc3ccc(C)nn3)cc2)c1
 : 13	1.0	0.2	0
CC(=O)c1ccc(NC(=O)/C=C/c2cn(CCC#N)nc2-c2ccc(F)cc2)cc1
 : 0	1.1	-0.1	11
COc1ccc(N2CCN(CCCNC(=O)c3ccc(Cn4c(=S)[nH]c5ccc(Br)cc5c4=O)cc3)CC2)cc1
 : 14	-1.4	-0.1	11
CN(C(=O)COc1ccccc1Cl)c1ccccc1
 : 14	-0.3	0.1	-35
CCSc1cccc(C(=O)Nc2nc(-c3cccnc3)cs2)c1
 : -2	0.5	-0.1	6
CN(C)CCCNCC(=O)NN(c1ccccc1)c1ccccc1
 : 64*	1.1	0.0	2
CCN(CCCNC(=O)c1cn(-c2ccc(OC)cc2)c(=O)c2ccccc12)c1ccccc1
 : -4	-0.8	0.0	10
CN1CCN(c2ccc(-c3ccc(C(=O)NCCOc4ccccc4)s3)cc2)CC1
 : -25	-12	-0.1	-10
Cc1ccc2nc(NCCO)[nH]c2c1
 : -5	-0.8	0.2	5
COCCN(C(=O)CNC(=O)c1ccco1)C(C(=O)NC1CCCC1)c1cccs1 (stereo not given)
 : -2	-0.4	-0.1	-1
CCOc1ccc(C(c2sc3nc(C)nn3c2O)N2CCC(C(N)=O)CC2)cc1 (stereo not given)
 : 4	-0.1	0.3	0
N#Cc1c(-c2ccc(F)cc2)cc(-c2cccs2)nc1SCc1c(F)cccc1Cl
 : 6	0.6	0.0	1
COc1ccc(/C=N/N(C)CCN(C)/N=C/c2ccc(OC)cc2)cc1
 : -11	-0.7	-0.1	7
Nc1nc(NCCN2CCOCC2)cc(NCc2cccc(C(F)(F)F)c2)n1
 : 7	1.7	0.0	2
COc1cc2c(cc1OC)CN(S(=O)(=O)CCNC(=O)c1c(OC)cccc1OC)CC2
 : -3	0.2	0.1	6
CCCCCNC(=O)c1ccc([N+](=O)[O-])cc1Cl
 : -13	0.4	-0.1	-10
O=C(Nc1ccc2oc(=O)ccc2c1)c1ccc(F)cc1
 : 6	-0.1	0.2	-6
O=C(COC(=O)c1c2ccccc2cc2ccccc12)NC1CC1
 : 9	0.0	0.2	2
CC(C)=CCn1c(-c2ccc(F)cc2)cccc1=O
 : 16	-0.4	0.8	-5
Cc1ccc(C)c(NC(=O)C2CC(=O)N(c3ccc(Cl)cc3)C2)c1 (stereo not given)
 : 13	2.2	0.2	2
Cn1c(Nc2nccc(Nc3ccccc3)n2)nc2ccccc21
 : -1	2.3	0.0	-38
COc1ccc(-c2nnc(-c3cc4c(ccc5ccccc54)oc3=O)o2)cc1
 : -3	-0.2	0.0	5
CCn1cc(C(=O)N2C[C@H](C(=O)O)[C@@H](c3ccc(F)cc3)C2)c(C)n1
 : -2	1.5	0.0	2
Cc1nonc1CC(=O)N1CCC(C(=O)c2cccnc2)CC1
 : -6	3.5	-0.2	-8
CC(CNc1ccc(S(=O)(=O)N2CCCC2)cc1[N+](=O)[O-])c1ccccc1 (stereo not given)
 : 17	-1.0	-0.2	4
COc1cc([N+](=O)[O-])ccc1NC(=O)N(CC(C)C)CC(C)C
 : 5	1.7	-0.1	11
CC(NC(=O)c1ccc([N+](=O)[O-])cc1Cl)C1CC2CCC1C2 (stereo not given)
 : 6	-1.3	-0.4	-11
Cc1cccc(OS(=O)(=O)c2cn(C)c(=O)n(C)c2=O)c1
 : 3	-0.9	3.6*	-1
Cc1cc(C)c(NC(=O)C2COc3ccccc3O2)c(C)c1 (stereo not given)
 : -3	1.8	-0.3	-4
CCN=C(NS(=O)(=O)c1ccccc1)c1ccccc1
 : 2	1.6	-0.1	4
Cc1ccc(-c2csc3nnc(SCCC(=O)NCCc4ccccc4)n23)cc1
 : -15	0.5	-0.3	5
N#Cc1ccc(OCC(=O)NCCCN2CCCC2=O)cc1
 : 2	1.6	-0.1	10
C/C(N)=C(/C#N)C(=O)COC(=O)c1ccc(N2CCCC2=O)cc1
 : 4	0.0	0.1	-26
COc1cccc(CC2(CO)CCCN(Cc3ccc(NC(C)=O)cc3)C2)c1 (stereo not given)
 : 10	2.6	0.1	-9
COC(=O)N/N=C/c1cc(OC)c(OC)c(OC)c1
 : 12	0.4	0.0	3
Cc1nc(-n2ncc(C#N)c2/N=C/N(C)C)c2c3c(sc2n1)CCC3
 : 4	-0.4	0.1	-14
CCCOc1ccc(/C(O)=C2/C(=O)C(=O)N(CCCN(C)C)C2c2ccc(C)cc2)c(C)c1 (stereo not given)
 : -5	-0.4	-0.5	1
CS(=O)(=O)Nc1ccc(C(=O)Nc2cccnc2)cc1
 : 8	-1.3	0.7	4

Just GPR151 ag and TEAD-YAP block (six entries from above):
Molecule	GPR151 ag	TEAD-YAP block
C/C(N)=C(/C#N)C(=O)COC(=O)c1ccc(N2CCCC2=O)cc1	0.0	-26
COc1cccc(CC2(CO)CCCN(Cc3ccc(NC(C)=O)cc3)C2)c1 (stereo not given)	2.6	-9
CCCOc1ccc(/C(O)=C2/C(=O)C(=O)N(CCCN(C)C)C2c2ccc(C)cc2)c(C)c1 (stereo not given)	-0.4	1
Cc1ccc(-c2csc3nnc(SCCC(=O)NCCc4ccccc4)n23)cc1	0.5	5
CS(=O)(=O)Nc1ccc(C(=O)Nc2cccnc2)cc1	-1.3	4
Cc1cccc(OS(=O)(=O)c2cn(C)c(=O)n(C)c2=O)c1	-0.9	-1

Gathered by group, the entries above with a thiophene ring, fused or not (4)
Under each structure – MITF primary	GPR151 ag	FBW7 act	TEAD-YAP block
CN1CCN(c2ccc(-c3ccc(C(=O)NCCOc4ccccc4)s3)cc2)CC1
 : -25	-12	-0.1	-10
COCCN(C(=O)CNC(=O)c1ccco1)C(C(=O)NC1CCCC1)c1cccs1 (stereo not given)
 : -2	-0.4	-0.1	-1
N#Cc1c(-c2ccc(F)cc2)cc(-c2cccs2)nc1SCc1c(F)cccc1Cl
 : 6	0.6	0.0	1
Cc1nc(-n2ncc(C#N)c2/N=C/N(C)C)c2c3c(sc2n1)CCC3
 : 4	-0.4	0.1	-14

Next part
Under each structure – MITF primary	GPR151 ag	FBW7 act	TEAD-YAP block
CCCCOc1ccc(C(=O)N/C(=C/c2ccc(N(C)C)cc2)C(=O)Nc2ccc(F)c(Cl)c2)cc1
 : 13	0.7	0.0	-23
COc1cccc(Cn2c(=O)c3ccccc3n3nncc23)c1
 : -5	0.0	0.1	4
Cc1ccc(NC(=O)C2(N(C(=O)c3ccc(-n4cnnn4)cc3)c3ccc(C)cc3)CCCCC2)cc1
 : 9	0.2	-0.1	7
C=CCn1c(C)cn2c3c(=O)n(C)c(=O)n(C)c3nc12
 : 11	0.5	-0.3	12
CCOc1ccc(C(C)NC(=O)c2cccnc2OCC)cc1OCC (stereo not given)
 : -5	-0.8	-0.2	-7
Cc1nnc2n1CCN(C(=O)c1scc3c1CCCC3)CC2
 : -12	-0.5	-0.1	7
COC(=O)c1ccc(OCC(O)Cn2cc(/C=N/O)c3ccccc32)cc1 (stereo not given)
 : 14	-2.3	0.0	2
CCOC(=O)C1CCC(CN(Cc2ccc(OC)cc2)S(=O)(=O)c2ccc(F)c(C(=O)Nc3cc(C)ccc3C)c2)CC1 (stereo not given)
 : 5	0.6	0.0	2
O=S(=O)(NC1CCCCC1Cl)c1ccccc1 (stereo not given)
 : -2	-0.6	-0.1	-5
COc1cc(Cl)c(C)cc1Nc1nc2cc(S(=O)(=O)N(C)C)ccc2o1
 : 4	2.2	0.1	4
O=C(NC(=S)Nc1ccccc1)c1cc([N+](=O)[O-])ccc1N1CCOCC1
 : 1	-1.1	0.1	4
CCCOc1ccc(/C=C2/C(=O)NN(c3ccc(C(=O)OCC)cc3)C2=O)cc1OC
 : 20	-1.2	0.0	9
Cc1ccc(CNC(=O)CCCn2c(=O)[nH]c3ccc(Br)cc3c2=O)cc1
 : -1	0.9	-0.1	3
FC(F)(F)c1cccc(CNc2ncnc3nc(Nc4nccc5ccccc45)[nH]c23)c1
 : 16	-0.8	0.1	-7
O=c1c2sccc2nc(SCc2cc(=O)n3cc(Cl)ccc3n2)n1CCc1ccc(Cl)cc1
 : 4	0.6	0.0	8

By substructure, the entries above containing a CF3 group (two)
Under each structure – MITF primary	GPR151 ag	FBW7 act	TEAD-YAP block
Nc1nc(NCCN2CCOCC2)cc(NCc2cccc(C(F)(F)F)c2)n1
 : 7	1.7	0.0	2
FC(F)(F)c1cccc(CNc2ncnc3nc(Nc4nccc5ccccc45)[nH]c23)c1
 : 16	-0.8	0.1	-7

Continuation:
Under each structure – MITF primary	GPR151 ag	FBW7 act	TEAD-YAP block
COC(=O)c1ccccc1NC(=O)NC(C)c1cc(OC)ccc1OC (stereo not given)
 : 7	0.8	0.1	7
Cc1[nH]c2ccccc2c1C(c1ccncc1)N1CCCC1 (stereo not given)
 : -6	2.6	0.5	-2
OCCC1CN(Cc2nc(-c3ccccc3)cs2)CCN1Cc1ccc(F)cc1 (stereo not given)
 : -7	-0.8	-0.1	0
Cc1ccc2c(c1)NC(C)(C)c1sn(-c3ccc(C(C)C)cc3)c(=S)c1-2
 : 0	3.4	-0.1	0
O=C(CSc1c[nH]c2ccccc12)Nc1ccc(Br)cc1
 : 13	-1.0	0.1	-5
OC[C@H]1O[C@H](C#Cc2ccccc2)C=C[C@H]1OCc1ccccc1
 : -15	2.7	0.2	nt
COc1ccc(CCNC(=O)C(C)Oc2cccc(NC(C)=O)c2)cc1OC (stereo not given)
 : -15	1.4	0.1	-5
CCCCn1c(C)nc2c(sc3nc4c(cc32)COC(C)(C)C4)c1=O
 : 20	9.0*	0.1	-34
CN1CCN(c2nc(-c3cccnc3)nc3scc(-c4ccccc4)c23)CC1
 : 2	1.1	-0.2	-15
CC(C)N(C(=O)CSc1nnc(NC(=O)c2ccccc2)s1)C(C)C
 : 4	-0.4	0.0	-2
O=C(O)C1CSC(c2ccccc2)=N1 (stereo not given)
 : 10	-0.4	0.8	7
COc1cccc(S(=O)(=O)N(CC2CC2)C2CCN(Cc3ccncc3)CC2)c1
 : 11	-0.3	0.0	5
O=c1c2ccccc2c(-c2ccccc2)nn1-c1ccccn1
 : 16	1.2	-0.1	11
O=C1CCC(=O)N1c1ccc(S(=O)(=O)Nc2ccc(Br)cc2)cc1
 : 5	-0.3	0.2	16
CCCCS(=O)(=O)C(=C1Nc2ccccc2N1)S(=O)(=O)CCCC
 : 0	-0.9	-0.1	-5
O=C(Nc1nnc(-c2ccccc2)s1)c1ccc(Cl)c(S(=O)(=O)N2CCOCC2)c1
 : 1	0.4	-0.1	0
CC(=O)N1c2ccc(S(=O)(=O)NCC3CCC(C(=O)NC(C)(C)C)CC3)cc2CC1C (stereo not given)
 : -8	-1.2	0.0	-2
COc1cccc(-c2nc3sc4c(c3c(=O)n2CC#N)CCCC4)c1
 : 2	0.1	0.1	-4
Cc1ccc(N2C(=O)c3cccnc3C2O)cc1 (stereo not given)
 : 2	-1.5	0.0	-8
COC(=O)c1cc(S(=O)(=O)N2c3ccccc3CC2C)cn1C (stereo not given)
 : 9	0.2	0.1	0
Cc1ccc(S(=O)(=O)Nc2cccc3c(C)cc(-n4nc(C)cc4C)nc23)cc1
 : 7	1.3	0.2	6
COc1cccc(-c2cc(C(=O)NCCN3CCOCC3)on2)c1
 : 8	1.0	0.5	0
CCCCC(CC)CNC(=O)C1C2C=CC(C2)C1C(=O)O (stereo not given)
 : 7	0.5	-0.1	2
O=C(Cn1cc([N+](=O)[O-])cn1)Nc1ccc(OC(F)(F)F)cc1
 : 2	0.6	-0.1	4
CC(C)OCCCNC(=O)c1cc(=O)[nH]c2ccc(S(=O)(=O)N3CCCCCC3)cc12
 : 1	0.1	-0.1	4
COc1ccccc1CN1CCN(Cc2ccc(F)cc2)C(CCO)C1 (stereo not given)
 : -1	0.6	0.1	6
O=C(c1ccc2c(c1)OCO2)N(c1ccc(F)cc1)C1C=CS(=O)(=O)C1 (stereo not given)
 : 12	0.0	1.0	-3
Cc1nc2ccccn2c1C(=O)N/N=C/c1ccc(Cl)cc1Cl
 : -8	-0.2	-0.1	11
O=[N+]([O-])c1cccc(Cn2cc(Br)cn2)c1
 : -2	-0.4	0.0	18
Cc1cc(Br)ccc1OCC(=O)NCCCN1CCOCC1
 : -9	1.0	0.0	8
Ic1ccc(CSc2nnn(-c3ccccc3)n2)cc1
 : -5	-1.2	0.1	3
O=c1oc2ccc3ccccc3c2cc1C1=NS(=O)(=O)c2ccccc2N1
 : 11	1.4	0.4	-5
